FadD28 binding: inhibitors of FadD28 bisubstrate probe binding, primary screen, biochemical, fluorescence polarization, single point | Mycobacterium tuberculosis FadD28 fatty-acid-AMP ligase | inhibition, % at 12.5 µM | actives 0.22% (n = 360,000) | AID 588549, 2011; in the data active = inhibition above about 8.5%, passing the limit was not always enough; inconclusive = no clear call, values can overlap the other calls
FBA Mtb inh: Mtb FBA enzyme inhibitors, primary screen, biochemical, fluorescence, strain H37Rv; Fructose-bisphosphate aldolase (Mycobacterium tuberculosis (strain ATCC 25618 / H37Rv)), …; purified M. tuberculosis FBA, fluorescence read-out; inhibition, % at 1 µM; actives 2.3% (n = 360,000); in the data active = inhibition above about 27%;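 note: 0% = vehicle and 100% = reference inhibitor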
Target sequence (P9WQA3 whole entry, looked up): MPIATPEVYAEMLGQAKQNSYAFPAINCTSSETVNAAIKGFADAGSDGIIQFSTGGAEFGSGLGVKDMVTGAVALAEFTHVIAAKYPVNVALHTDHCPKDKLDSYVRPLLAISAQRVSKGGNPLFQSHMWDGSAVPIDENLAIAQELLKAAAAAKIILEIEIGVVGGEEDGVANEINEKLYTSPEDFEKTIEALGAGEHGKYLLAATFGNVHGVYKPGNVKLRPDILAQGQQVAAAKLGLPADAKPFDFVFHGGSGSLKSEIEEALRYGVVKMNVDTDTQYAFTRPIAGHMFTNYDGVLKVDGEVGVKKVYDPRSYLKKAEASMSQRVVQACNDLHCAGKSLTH
PrPC TRFRET: inhibitors of human cell surface prion protein PrPC, primary screen, cell-based, TR-FRET; actives 0.43% (n = 370,000); TR-FRET read-out; Major prion protein (Homo sapiens), P04156; AID 720596, 2013; inhibition, % at 13.8 µM; in the data active = inhibition above about 24%; note: 0% = median of the test wells and 100% = reference compound wells
GDH-TPI counter: GDH-TPI coupling enzyme inhibitors, primary screen, artefact control for M. tuberculosis FBA inhibitor project, biochemical, absorbance, full deck; GDH-TPI coupled enzyme counterscreen, NADH absorbance; inhibition, % at 4.8 µM; actives 1.2% (n = 360,000);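 note: 0% = DMSO wells and 100% = wells lacking the enzyme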
BoNT F protease: BoNT/F light chain protease inhibitors, primary screen, biochemical, flow cytometry, MLPCN library; Botulinum neurotoxin type F light chain protease (Clostridium botulinum); Multiplex microsphere protease cleavage assay; inhibition, % at 10 µM; actives 0.22% (n = 360,000); AID 588497, 2011; in the data active = inhibition above about 35%, passing the limit was not always enough; inconclusive = no clear call, values can overlap the other calls; note: plate controls were buffer without enzyme for full effect and enzyme alone for no effect
CCHFV vOTU inh: CCHFV vOTU protease inhibitors, primary screen, biochemical, Pep-AMC substrate, fluorescence | inhibition, % at 11.5 µM | actives 0.55% (n = 370,000) | AID 651958, 2012; note: 0% = vehicle wells with enzyme and 100% = no enzyme wells
Mtb BioA inh: M. tuberculosis BioA enzyme inhibitors, primary screen, biochemical, plate reader, single point, HTS; purified M. tuberculosis BioA enzyme; inhibition, % at 9.99 µM; actives 0.096% (n = 360,000); in the data active = inhibition above about 40%; inconclusive = no clear call, values can overlap the other calls
UGM FP inh: M. tuberculosis UGM enzyme inhibitors, primary screen, biochemical, fluorescence polarization, single point; UDP-galactopyranose mutase (Mycobacterium tuberculosis (strain ATCC 25618 / H37Rv)), …; purified UGM, fluorescence polarization probe displacement; inhibition, % at 10 µM; actives 0.06% (n = 320,000); in the data active = inhibition above about 10%, passing the limit was not always enough; inconclusive = no clear call, values can overlap the other calls
Target sequence (P9WIQ1 whole entry, looked up): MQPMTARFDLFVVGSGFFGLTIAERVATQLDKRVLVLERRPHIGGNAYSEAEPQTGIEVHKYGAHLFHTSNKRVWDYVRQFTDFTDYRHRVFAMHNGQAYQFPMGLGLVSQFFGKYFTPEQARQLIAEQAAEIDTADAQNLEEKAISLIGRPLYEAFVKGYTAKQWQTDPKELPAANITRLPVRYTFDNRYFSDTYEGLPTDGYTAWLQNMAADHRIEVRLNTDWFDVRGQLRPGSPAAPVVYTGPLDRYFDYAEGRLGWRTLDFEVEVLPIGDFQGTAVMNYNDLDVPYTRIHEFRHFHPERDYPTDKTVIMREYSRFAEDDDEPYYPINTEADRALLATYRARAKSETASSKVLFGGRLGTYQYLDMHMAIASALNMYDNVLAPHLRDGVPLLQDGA
BoNT A protease: BoNT/A light chain protease inhibitors, primary screen, biochemical, flow cytometry, MLPCN library | Botulinum neurotoxin type A light chain protease (Clostridium botulinum A str. ATCC 3502) | multiplex microsphere protease substrate cleavage | inhibition, % at 10 µM | actives 0.17% (n = 360,000) | AID 588499, 2011; in the data active = inhibition above about 30%; inconclusive = no clear call, values can overlap the other calls; note: plate controls were buffer without enzyme for full effect and enzyme alone for no effect
Numbers without * were called inactive; ? = inconclusive; · = no result given. Cut-off read from the data, not from the text of the source, unless noted: active = inhibition above about 30%; inactive = the rest.

Order of results – FadD28 binding | FBA Mtb inh | PrPC TRFRET | GDH-TPI counter | BoNT F protease | CCHFV vOTU inh | Mtb BioA inh | UGM FP inh | BoNT A protease
O=C(Nc1c(C(=O)Nc2cccc3ccccc23)cnn1-c1ccccc1)c1ccco1
    0.2 | 1 | -2 | 9 | -6 | 4 | 0.3 | 0.0 | -0.2
Cc1cc(NC(=O)c2ccc(Br)cc2)nc(C)n1
    -2.7 | 0 | -5 | -1 | 1 | -1 | 1.0 | -1.4 | -0.4
O=C(NCc1cccc(CNC(=O)C(=O)NCc2ccco2)c1)C(=O)NCc1ccco1
    -1.4 | 1 | -4 | 11 | 0 | 4 | · | -0.4 | 0.7
O=C(O)CSCNC(=O)C12CC3CC(CC(C3)C1)C2
    -0.2 | 1 | 1 | 7 | -4 | 2 | -3.0 | -2.7 | -1.1
CCN(CC(=O)Nc1ccc(OC)cc1)C(=O)Cc1ccsc1
    -1.8 | 2 | 9 | 4 | ? | 9 | -1.5 | -0.8 | ?
COc1ccc(CNc2cccnc2Cl)cc1
    · | · | 1 | · | 1 | -5 | · | · | 0.3
CCOCC(=O)N(CC)Cc1ccccc1
    0.6 | 5 | 4 | -3 | 4 | 1 | · | 2.5 | -0.9
Cc1c(C(=O)OCC(=O)N(C)CC(=O)Nc2ccc(F)cc2)oc2ccccc12
    -2.4 | 8 | 0 | 0 | · | -6 | 0.8 | 1.1 | ·
Cc1ccc(Cl)cc1N(CC(=O)NCc1ccc2c(c1)OCO2)S(C)(=O)=O
    0.2 | -1 | -2 | -1 | -1 | -16 | · | 0.4 | -0.9
COC(=O)CN1C(=O)[C@H]2[C@@H](C3CC3)N3C(=O)CN(Cc4ccccn4)C(=O)[C@@]3(Cc3ccccc3)[C@H]2C1=O
    -1.6 | 5 | -4 | 10 | -4 | 5 | -0.2 | -0.3 | 0.1
CCCCC(=O)Nc1ccc(C(=O)NNC(=O)CCCOc2ccc(Cl)cc2Cl)cc1
    -1.8 | 2 | 4 | 12 | 0 | 6 | -1.0 | 0.9 | 0.6
COc1ccc(-c2cc(C(F)(F)F)nc(-n3ccnc3)n2)cc1
    0.0 | 4 | 1 | -1 | -2 | 0 | · | -1.0 | 0.8
C=CCN1C(=O)c2cccc3c(N4CCCCC4)ccc(c23)C1=O
    -0.5 | 7 | -4 | 4 | 14 | -14 | · | 7.4 | 30*
O=C1c2ccccc2C(c2nnnn2-c2ccc3c(c2)OCCO3)N1Cc1ccc2c(c1)OCO2 (stereo not drawn)
    · | · | 5 | · | -3 | -2 | · | · | -0.5
Cc1ccc(C(=O)NCc2ccc(Cl)cc2)o1
    1.3 | 2 | 1 | -14 | 13 | -20 | · | -0.9 | -0.7
CC(C)c1ccc(S(=O)(=O)N2CCN(C(=O)c3ccco3)CC2)cc1
    -3.9 | -3 | 12 | -13 | -10 | -4 | 1.3 | 1.7 | -0.4
CCC(C)[C@H](NC(=O)N1CC(=O)Nc2ccccc21)C(=O)N[C@H](Cc1c[nH]c2ccccc12)C(=O)O (stereo partly drawn)
    -4.7 | 1 | -5 | 9 | 0 | -2 | -0.9 | -1.5 | 0.3
NNc1ccc(S(=O)(=O)N2CCCCC2)cn1
    -2.9 | 7 | -3 | 8 | 6 | -15 | · | 1.1 | -1.2
O=c1oc2ccc(Cl)cc2nc1/C=C(\O)c1cccs1
    1.1 | -5 | 3 | 25 | · | 1 | · | 1.8 | ·
Cc1ccc(C(=O)CSc2nnc(C3CC3)n2C2CC2)s1
    -2.8 | -2 | -3 | 6 | -2 | 2 | -0.5 | -1.5 | 0.8
CC1(C)C[C@H]2C3=CCC4[C@@]5(C)CC[C@H](O)[C@@](C)(CO)C5CC[C@@]4(C)[C@]3(C)C[C@@H](O)[C@@]2(CO)[C@@H](O)[C@@H]1O (stereo partly drawn)
    0.0 | -1 | -4 | -4 | 4 | -17 | -0.7 | 3.9 | 0.1
CC(=O)Oc1cccc(C(=O)Nc2cccc(C(=O)Nc3ccccc3C(=O)O)c2)c1
    -16 | 2 | 5 | 4 | 15 | -7 | 1.8 | 1.4 | -1.5
O=C(COc1ccc(C(=O)c2ccccc2)cc1)NCc1ccc(F)cc1
    -4.1 | -5 | 6 | -10 | -2 | -13 | · | -1.9 | 0.4
COC(=O)c1ccc(S(=O)(=O)NC(C)(C)C)n1C
    -0.6 | 0 | 12 | -4 | · | -15 | · | 0.1 | ?
CCc1ccccc1NC(=O)CSc1nnc(CCNC(=O)OC(C)(C)C)o1
    -1.7 | 2 | -2 | -1 | -3 | -15 | · | 4.3 | -0.8
CCc1ccccc1N(CC(=O)NCCc1ccccc1)C(=O)CCC(=O)Nc1ccccn1
    -5.5 | -2 | 2 | 7 | 5 | -6 | -0.3 | -0.3 | 0.2
COC(=O)c1ccc2nc(C3CCCCC3)c(Cc3cccc(Cl)c3)n2c1
    -3.9 | 3 | -1 | · | 0 | 7 | -0.1 | · | 1.2
Cc1nc2cc(Oc3nc(NCCN(C)C)nc4ccsc34)ccc2s1
    -2.5 | 2 | 1 | 4 | -9 | 9 | 1.8 | · | 0.1
CCN(CC)S(=O)(=O)c1cccc(NC(=O)c2ccc(C#N)cc2)c1
    -0.7 | 4 | -5 | 0 | 2 | 0 | · | 1.5 | 1.9
CCOC(=O)c1ccc(N2CCOCC2)c(NC(=O)COCC(=O)O)c1
    -0.3 | 1 | 6 | 2 | ? | -5 | -1.2 | -2.8 | -4.1

The closing three compounds of the section above are carried over, then new ones follow.
Order of results – FadD28 binding | FBA Mtb inh | PrPC TRFRET | GDH-TPI counter | BoNT F protease | CCHFV vOTU inh | Mtb BioA inh | UGM FP inh | BoNT A protease
Cc1nc2cc(Oc3nc(NCCN(C)C)nc4ccsc34)ccc2s1
    -2.5 | 2 | 1 | 4 | -9 | 9 | 1.8 | · | 0.1
CCN(CC)S(=O)(=O)c1cccc(NC(=O)c2ccc(C#N)cc2)c1
    -0.7 | 4 | -5 | 0 | 2 | 0 | · | 1.5 | 1.9
CCOC(=O)c1ccc(N2CCOCC2)c(NC(=O)COCC(=O)O)c1
    -0.3 | 1 | 6 | 2 | ? | -5 | -1.2 | -2.8 | -4.1
NC(=O)c1ccccc1NC(=O)CC12CC3CC(CC(Br)(C3)C1)C2
    -0.4 | -2 | -4 | 1 | -2 | 3 | 0.2 | -1.1 | -2.5
N#C/C(=C\c1ccc([N+](=O)[O-])o1)C(=O)Nc1ccc(F)cc1
    · | 5 | -9 | 3 | -4 | 26 | · | -2.6 | 0.5
Cn1c(C(=O)N2CCN(c3ncccn3)CC2)cc2c(=O)n(C)c3ccccc3c21
    -4.8 | 1 | -2 | -1 | 1 | 4 | 3.4 | -0.1 | -0.1
COc1cccc(C2c3c(oc4cc(C)c(C)cc4c3=O)C(=O)N2CCCN(C)C)c1 (stereo not drawn)
    -3.1 | 0 | · | 7 | -9 | · | -0.3 | 2.2 | -1.1
CC(C)NC(=O)c1cc(C(=O)c2cc(Cl)ccc2O)coc1=N
    -2.9 | 4 | 4 | 19 | 8 | 14 | 0.1 | -0.1 | 0.5
NC(=O)NCCCC(=O)NCC(c1ccccc1Cl)c1c[nH]c2ccccc12 (stereo not drawn)
    -6.4 | 26 | -2 | 1 | -12 | 4 | 0.8 | -0.5 | -3.9
C=CCNC(=O)c1ccccc1Cl
    0.4 | 0 | 3 | -1 | -6 | 9 | -1.2 | 0.7 | -1.3
COCCOC(=O)C1=C(C)Nc2cc(=O)[nH]c(=O)n2C1c1cccc([N+](=O)[O-])c1 (stereo not drawn)
    -0.6 | 2 | -3 | 10 | -12 | 0 | -2.0 | 0.0 | -1.7
O=C(Nc1nnc(SCC(=O)N2CCOCC2)s1)C1CC(=O)N(c2ccc(F)cc2)C1 (stereo not drawn)
    -1.8 | -3 | 5 | 3 | 0 | 7 | 1.5 | -4.3 | 0.2
COc1ccc(OCC(=O)Nc2ccccc2-c2ccccc2)cc1
    -2.4 | 0 | 1 | -2 | -2 | -8 | · | -0.6 | -0.3
CC(C)(C)c1cc(Cl)c(O)c(NC(=S)NC(=O)c2cccnc2)c1
    -2.2 | -5 | 2 | 1 | -4 | 3 | · | 0.7 | 0.0
CCCCCC(=O)N/N=C/c1ccc(N(C)C)cc1
    -4.2 | 20 | 0 | 22 | -2 | -26 | -0.1 | -3.5 | -0.1
O=C(O)C1CC=CCC1C(=O)N1CCN(c2nc(-c3ccccc3Cl)c3cc(Br)ccc3n2)CC1 (stereo not drawn)
    -13 | 11 | 4 | 2 | -56 | -6 | -4.7 | -0.5 | -3.4
CCCSC(=S)c1c(C)[nH]n(-c2ccccc2)c1=O
    2.8 | -3 | 8 | 23 | -12 | 18 | · | -3.7 | -1.0
COc1cc(C(=O)NCCC(=O)NC(C)C)cc(OC)c1OC
    -1.1 | 1 | 6 | 6 | -2 | 0 | · | 0.7 | -0.6
CCOC(=O)Cn1cnc2c(cnn2-c2ccccc2)c1=O
    0.0 | 2 | 4 | -5 | -18 | -10 | 0.3 | 2.2 | -1.1
CCN(CC(=O)Nc1ccc(OC)cc1)C(=O)c1oc2c(Cl)cccc2c1C
    -1.3 | -1 | -3 | -16 | -9 | -6 | 0.1 | · | -4.0
CCCC(=O)Nc1cc(-c2nc3ncccc3o2)ccc1Cl
    -2.1 | 6 | 7 | 5 | -26 | 2 | -0.9 | 3.0 | 3.0
CC(Oc1ccc(F)cc1)C(=O)Nc1ccc(S(=O)(=O)NC2=NCCCCC2)cc1 (stereo not drawn)
    -1.1 | 0 | 8 | 13 | 0 | -8 | 2.0 | -0.3 | 0.0
Cc1ccc(C(=O)N2CCCC(C(=O)c3ccc(Oc4ccccc4)cc3)C2)cn1 (stereo not drawn)
    -2.5 | -3 | 15 | 10 | 0 | 15 | 3.0 | -3.6 | 0.0
NC(=NC(=O)c1cccc(C(F)(F)F)c1)c1ccc(C(F)(F)F)cn1
    -1.6 | 1 | 4 | 2 | ? | 1 | -2.0 | -0.1 | -37
CCc1ccc(NC(=O)C(C)OC(=O)c2cc(=O)[nH]c3ccc(S(=O)(=O)Nc4ccc(F)cc4)cc23)cc1 (stereo not drawn)
    -3.5 | -1 | -3 | 7 | -4 | -12 | · | 3.1 | 0.1
COc1cc(OC)cc(C(=O)NCCN2CCOCC2)c1
    -1.0 | 8 | 4 | 1 | -40 | 3 | -0.6 | 0.1 | -1.4
COCCNc1ncnc2c1ncn2[C@H]1CN(Cc2ccco2)C[C@@H](CO)O1
    -0.2 | 6 | -3 | 14 | -5 | -17 | 1.0 | · | 0.1
OC(c1ccc(F)cc1)c1nc(-c2ccc(Cl)cc2)cs1 (stereo not drawn)
    -2.6 | -5 | 3 | 3 | 4 | 23 | 0.1 | · | -0.2
COCCCNC(=O)c1ccc(Cn2c(=O)c3ccccc3n(CC(=O)NCc3ccco3)c2=O)cc1
    -2.1 | 4 | -3 | -4 | -3 | -3 | -5.4 | -0.1 | -1.3

2 neighbouring entries already listed:
Order of results – FadD28 binding | FBA Mtb inh | PrPC TRFRET | GDH-TPI counter | BoNT F protease | CCHFV vOTU inh | Mtb BioA inh | UGM FP inh | BoNT A protease
OC(c1ccc(F)cc1)c1nc(-c2ccc(Cl)cc2)cs1 (stereo not drawn)
    -2.6 | -5 | 3 | 3 | 4 | 23 | 0.1 | · | -0.2
COCCCNC(=O)c1ccc(Cn2c(=O)c3ccccc3n(CC(=O)NCc3ccco3)c2=O)cc1
    -2.1 | 4 | -3 | -4 | -3 | -3 | -5.4 | -0.1 | -1.3

Assay outcomes deposited in PubChem by several laboratories.

Outcome played no part in choosing rows; 4.8% or so of the library scored in one or more.
